TRPC6 inhibitor: inhibitors of mouse TRPC6 channel | Q61143 | HEK293-TRPC6, membrane potential dye, ACh-evoked depolarization; active compounds read low | B-score at 10 µM | 310,000 compounds, 1.1% hits;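 active = B-score under library mean minus 3 SD, initial fluorescence not abnormally high, positive integrated signal ratio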;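 note: B-score derived from integrated fluorescence ratio over the kinetic read; more negative B-score means stronger inhibition of depolarization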
TRPC6 activator: mouse TRPC6 channel activation | HEK293-TRPC6 membrane potential dye fluorescence; active compounds read high | Q61143 | B-score at 10 µM | 310,000 compounds, 0.13% hits;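 active = B-score of the integrated fluorescence ratio above library mean plus 3 SD, and starting fluorescence ratio within library mean plus 5 SD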;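 note: higher score means more depolarization so channel activation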
TRPC4 block: inhibitors of mouse TRPC4 channel | B-score at 10 µM | Q9QUQ5 | HEK293 TRPC4beta/mu-opioid, DAMGO-evoked Fluo4 calcium flux; active compounds read low | 300,000 compounds, 0.39% hits;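 active = B-score over 3 SD under the library average, no early fluorescence shift, positive overall ratio signal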
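material = TRPC4beta/mu-opioid receptor HEK293 cell line | probe or stimulus = sequential submaximal and maximal DAMGO stimulation | compound dosing = one concentration per compound | measured by = Fluo4 Ca2+ flux fluorescence | evaluation = integrated fluorescence ratio relative to baseline, converted to per-well B score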
ANO1 activ: activates or potentiates the mouse TMEM16A chloride channel; HEK293 TMEM16A/YFP-H148Q/I152L, iodide quench fluorescence; active compounds read low; B-score at 10 µM; 340,000 compounds, 0.3% hits;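 active = fluorescence-ratio B-score plate-corrected deviation score at least 3 library SD below zero, with starting fluorescence score within 5 deviations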;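 note: channel opened by trigger with iodide after compound preincubation; score built on the fluorescence ratio of max minus min over baseline; more negative score means more quench and so TMEM16A activation or potentiation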
MrgX1 allo act: allosterically activates human MrgX1 receptor signaling; AID 588675; MrgX1-HEK293, Fluo-4 calcium flux, FDSS; active compounds read high; 310,000 compounds, 0.63% hits; B-score at 10 µM; Q96LB2;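 active = plate-corrected calcium response at least 3 library SD above typical, normal starting fluorescence, not activating the receptor alone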;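 note: compound read alongside a low EC10 to EC30 dose of BAM8-22 agonist; peak minus trough fluorescence over baseline measured at the second addition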
Target sequence (Q96LB2 whole entry, looked up): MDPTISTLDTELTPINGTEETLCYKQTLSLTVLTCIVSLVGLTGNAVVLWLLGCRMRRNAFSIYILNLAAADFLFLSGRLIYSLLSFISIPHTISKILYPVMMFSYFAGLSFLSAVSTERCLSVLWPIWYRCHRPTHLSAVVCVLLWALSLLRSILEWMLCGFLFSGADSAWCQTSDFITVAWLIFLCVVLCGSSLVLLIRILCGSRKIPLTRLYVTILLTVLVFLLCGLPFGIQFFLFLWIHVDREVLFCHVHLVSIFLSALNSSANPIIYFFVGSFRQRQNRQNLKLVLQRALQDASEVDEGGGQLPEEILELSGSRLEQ
MrgX1 antag: antagonists of human MrgX1 receptor; Q96LB2; MRGX1-HEK293 calcium flux, Fluo-4, BAM8-22 antagonism; active compounds read low; B-score at 10 µM; 310,000 compounds, 1.3% hits; AID 588676;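 active = calcium-response B-score plate-corrected more than 3 library SD below zero, starting fluorescence within 5 deviations, no agonist response on first addition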;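 note: peak minus trough fluorescence over baseline after final BAM8-22 challenge near maximal dose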
TRPC4 agonist: activators of mouse TRPC4 channel; Q9QUQ5; B-score at 10 µM; 310,000 compounds, 0.49% hits; HEK293 TRPC4beta/mu-opioid, Fluo4 calcium fluorescence; active compounds read high;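 active = B-score above 5 SD of library B-scores, and initial fluorescence ratio not above library mean plus 5 SD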;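 note: positive B-score marks a calcium rise read as TRPC4 activation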
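Assay system: HEK293 cells stably co-expressing mouse TRPC4beta and mu-opioid receptor / Timing: Fluo4 dye loading 45 min at room temperature, 110 s recording / Signal: Fluo4 calcium-sensitive dye fluorescence, kinetic, 1 Hz baseline / Read-out: integrated baseline-normalised fluorescence ratio, converted to per-well B score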
TRPC4 PAM: allosteric potentiators of mouse TRPC4 channel; Q9QUQ5; HEK293 TRPC4beta/mu-opioid, DAMGO EC20, Fluo-4 Ca2+ flux; active compounds read high; B-score at 10 µM; 310,000 compounds, 0.42% hits; AID 2227;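 active = B-score of calcium response area above 5 SD of library B-scores, with initial fluorescence ratio within 5 SD of library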;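 note: B-score of integrated fluorescence ratio over time as area under calcium response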
RGS4 block: human RGS4 inhibition; P49798; HEK293 M3R/RGS4 inducible, Fluo-4 calcium flux; active compounds read high; triggered by carbachol at its EC20; B-score at 10 µM; 310,000 compounds, 0.45% hits; AID 463165;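 active = B-score, a plate-corrected calcium signal, over three deviations above library mean, with baseline fluorescence within five deviations of library mean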;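 note: RGS4 expression induced by doxycycline in cells with stable M3 receptor; B-score is computed from the integrated fluorescence ratio over baseline after carbachol; higher B-score means a larger calcium signal and so more RGS4 inhibition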
Target sequence (P49798 whole entry, looked up): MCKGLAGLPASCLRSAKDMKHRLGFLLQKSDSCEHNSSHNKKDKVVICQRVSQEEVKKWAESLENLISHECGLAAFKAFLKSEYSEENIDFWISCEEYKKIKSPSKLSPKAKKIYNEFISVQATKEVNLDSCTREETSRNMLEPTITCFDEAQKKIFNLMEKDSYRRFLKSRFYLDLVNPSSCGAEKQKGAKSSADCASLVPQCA
TMEM16A inh: blocks the mouse calcium-activated chloride channel TMEM16A. Q8BHY3. HEK293 TMEM16A/YFP iodide influx fluorescence, ionomycin. normalized B-score (activity score, 25-100; higher = stronger inhibition) at 10 µM. 310,000 compounds, 1.2% hits. AID 588511;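 active = ratio plate-corrected score three or more library SD toward inhibition, starting fluorescence score within five deviations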;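 note: score derived from kinetic fluorescence span divided by baseline fluorescence per well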
MrgX1 agonist: activates human MrgX1 receptor signaling. MrgX1-HEK293 cells, Fluo-4 calcium fluorescence, agonist mode; active compounds read high. 310,000 compounds, 0.44% hits. AID 588627. Q96LB2. B-score at 10 µM;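 active = calcium response B-score plate-corrected fluorescence ratio at least 3 library SD, with starting fluorescence B-score inside 5 SD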
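Material – MrgX1-expressing HEK293 cells · Input – 15,000 cells seeded per well · Dosing – compound as first of three additions · Times – overnight seeding, then 1 h dark dye loading · Measured by – kinetic Fluo-4 NW fluorescence of intracellular calcium · Read-out – B-scored fluorescence response ratio · Benchmarks – positive and negative control wells on each plate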
* = called active by the depositor; i = inactive; / = no result given. Rows are unselected; about 5.8% have a hit in one of these screens.

Molecule,TRPC6 inhibitor,TRPC6 activator,TRPC4 block,ANO1 activ,MrgX1 allo act,MrgX1 antag,TRPC4 agonist,TRPC4 PAM,RGS4 block,TMEM16A inh,MrgX1 agonist
COc1ccccc1COCC(O)CN1CCCCC1CO (stereo not given),i,i,i,i,i,i,i,i,i,i,i
OC(COc1cccc2ccccc12)CN1CCN(c2ccccc2Cl)CC1 (stereo not given),i,i,i,i,i,i,i,i,i,i,i
c1cc(CNC23CC4CC(CC(C4)C2)C3)ccn1,i,i,i,i,i,i,i,i,i,i,i
CCOCCCn1c(=N)c(S(=O)(=O)c2ccccc2)cc2c(=O)n3cc(C)ccc3nc21,i,i,i,i,i,i,i,i,i,i,i
Nc1ncccc1OCc1ccc(Cl)c(Cl)c1,i,i,i,i,i,i,i,i,i,i,41*
CCC(C(=O)NCCCN1CCOCC1)n1c2ccccc2c2nc(=O)cc(C)n21 (stereo not given),i,i,i,i,i,i,i,i,i,i,i
O=S(=O)(c1ccc2ccccc2c1)N1C=CC(C(F)(F)F)=NCC1,i,i,i,i,i,i,i,i,i,i,i
COc1ccc([N+](=O)[O-])cc1NC(=O)COC(=O)C=C(C)C,i,i,i,i,i,i,i,i,i,i,i
CC(C(=O)N=Nc1c(O)n(C)c2ccc(Br)cc12)n1cnc2ccccc2c1=O (stereo not given),i,i,i,/,i,i,i,i,i,i,i
O=C(Nc1cccc(F)c1)C1CCN(c2nnnn2-c2ccccc2)CC1,i,i,i,i,i,i,i,i,i,i,i
Cc1ccc(C)c(Cn2c(=O)n(CCCC(=O)NCc3ccco3)c(=O)c3ccccc32)c1,i,i,i,i,i,i,i,i,i,i,i
COc1ccc(CCN2C(=O)C3CC=C(C)CC3C2=O)cc1OC (stereo not given),i,i,i,i,i,i,i,i,i,i,i
Cc1ccc(Cl)cc1NC(=O)C1CC(=O)N(C(C)C)C1 (stereo not given),i,i,i,i,i,i,i,i,i,i,i
COc1ccc(C#Cc2c(-c3ccsc3)oc3ccc(N4CCOCC4)cc23)cc1,i,i,i,i,i,i,i,i,i,i,i
CCN1CCN(CC(=O)n2c3c(c4ccccc42)CC(C)CC3)CC1 (stereo not given),i,i,i,i,i,i,i,i,i,i,i
CCn1cc(C(=O)N2CCCC(CO)(Cc3ccccc3C)C2)cn1 (stereo not given),i,i,i,i,i,i,i,i,i,i,i
Cc1ccccc1NS(=O)(=O)c1cccc(-c2nnc(-c3ccccc3)o2)c1,i,i,i,i,i,i,i,i,i,i,i
CCc1cc(C(=O)OC)c(NC(=O)C2CC(=O)NN2Cc2ccccc2)s1 (stereo not given),i,i,i,i,i,i,i,i,i,i,i
Cn1c(C(=O)N2CCCCCC2)cc2c(=O)n(C)c3ccccc3c21,i,i,i,i,i,i,i,i,i,i,i
COc1ccccc1NC(=S)NC(=O)Cc1ccccc1,i,i,i,i,i,i,i,i,i,i,i
Cc1ccc(NS(=O)(=O)c2ccc(OCC(=O)N3CCOCC3)cc2)cc1,i,i,i,i,i,i,i,i,i,i,i
NC(=O)C1CC=CCC1C(=O)OCC(Cl)=C(Cl)Cl (stereo not given),i,i,i,i,i,i,i,i,i,i,i
COc1ccccc1CN(Cc1cc2cc(C)cc(C)c2[nH]c1=O)Cc1nnnn1CC1CCCO1 (stereo not given),i,i,i,i,i,i,i,i,i,i,i
O=C(NCCc1ccccc1)C1CCC(=O)N(CCCN2CCCC2=O)C1 (stereo not given),i,i,i,i,i,i,i,i,i,i,i
CCS(=O)(=O)c1ccc2oc(Nc3cc(C)cc(C)c3)nc2c1,i,i,i,i,i,i,i,i,i,i,i
O=C(C1CCC1)N1CCCc2cc(S(=O)(=O)N3CCN(c4ccccc4)CC3)ccc21,i,i,i,i,i,i,i,i,i,i,i
CCN(Cc1ccccc1)C(=O)c1ccc(N(C)S(=O)(=O)c2ccc(C)cc2)cc1,i,i,i,i,i,i,i,i,i,i,i
CCCn1c(Oc2ccccc2)nc2c1c(=O)n(C)c(=O)n2C,i,i,i,i,i,i,i,i,i,i,i
CCOCCOC(=O)C(C)Sc1n[nH]c(=O)[nH]c1=O (stereo not given),i,i,i,i,i,i,i,i,i,i,i
CCn1nc(NC(=O)c2ccncc2)c2cc3ccc(C)cc3nc21,i,i,i,i,i,i,i,i,i,i,i

Other compounds.
Molecule,TRPC6 inhibitor,TRPC6 activator,TRPC4 block,ANO1 activ,MrgX1 allo act,MrgX1 antag,TRPC4 agonist,TRPC4 PAM,RGS4 block,TMEM16A inh,MrgX1 agonist
COCCNC(=O)c1c[nH]c2ccc(S(=O)(=O)N3CCC4(CC3)OCCO4)cc2c1=O,i,i,i,i,/,/,i,i,i,/,/
CC1(C)CC(=O)C2=C(C1)N(N1CCOCC1)C(N)=C(C#N)C2c1cccnc1 (stereo not given),i,i,i,i,i,i,i,i,i,i,i
COC(=O)c1ccc(NC(=S)Nc2ccc(O)cc2)cc1,i,i,i,i,i,i,i,i,i,i,i
COc1cc(CNCCN(C)C)c(Br)cc1OC1CCCC1,i,i,i,i,i,i,i,i,i,i,i
O=C(CN(Cc1ccccc1)S(=O)(=O)c1ccccc1)NC1CC1,i,i,i,i,i,i,i,i,i,i,i
CCN(CC(=O)NCc1ccc(Cl)cc1)S(=O)(=O)c1ccc(F)cc1,i,i,i,i,i,i,i,i,i,i,i
COc1ccc(S(=O)(=O)N(CC(=O)NCCCN(C)C)c2ccc(C)cc2)cc1OC,i,i,i,i,i,i,i,i,i,i,i
CCOC(=O)c1c(C)c(C(=O)NCc2ccc(OC)cc2)c(C)n1C,i,i,i,i,i,i,i,i,i,i,i
CN(C(=O)CSC1=NCCS1)c1ccccc1,i,i,i,i,i,i,i,i,i,i,i
CCC1C/C(=C/c2cccs2)C(=O)/C(=C/c2cccs2)C1 (stereo not given),i,i,i,i,i,i,i,i,i,i,i
COc1ccc2oc(=O)c(C(=O)NC(C)c3ccccc3)cc2c1 (stereo not given),i,i,i,i,i,i,i,i,i,i,i
CC(C)C(NC(=O)c1ccccc1F)C(=O)OCC(=O)c1ccc(F)cc1 (stereo not given),i,i,i,i,i,i,i,i,i,i,i
O=C(Nc1ccc(Cl)c(Cl)c1)c1csc(-c2ccccc2)n1,i,i,i,i,i,i,i,i,i,i,i
O=C(Nc1ccccc1Sc1ccccc1)c1ccccc1,i,i,i,i,i,i,i,i,i,i,i
C=CCn1c(SCC(=O)Nc2ccc3c(c2)CCC3)nc2ccccc2c1=O,i,i,i,i,i,i,i,i,i,i,i
C/C(=N\NC(=O)NC1CCCCC1)c1ccc(Cl)s1,i,i,i,i,i,i,i,i,i,i,i
CCOc1ccccc1/C=N/n1c(C)nc2ccccc2c1=O,i,i,i,i,i,i,i,i,i,i,i
C=CCSC1=N/C(=C\c2ccc3c(c2)OCO3)C(=O)S1,i,i,i,i,i,i,i,i,i,i,i
O=C(Oc1ccc2c(-c3ccccc3)cc(=O)oc2c1)C1CCCCC1,i,i,i,i,i,i,i,i,i,i,i
CCOC(=O)Cc1c(C)nc(SC)[nH]c1=O,i,i,i,i,i,i,i,i,i,i,i
CCOC(=O)c1ccccc1N=N/C(C(C)=O)=C(/C)O,i,i,i,i,i,i,i,i,i,i,i
Cc1cc(C)n2nc(SCC(=O)N(C)C3CCCCC3)nc2n1,i,i,i,i,i,i,i,i,i,i,i
CC(C)(C)Sc1ccccc1S(=O)(=O)C(C)(C)C,i,i,i,i,i,i,i,i,i,i,i
COc1cccc(CNC(=O)CCCn2nc(C)n3c(cc4sccc43)c2=O)c1,i,i,i,i,i,i,i,i,i,i,i
O=C(Cn1cnc2ccccc21)N/N=C/c1ccco1,i,i,i,i,i,i,i,i,i,i,i
CC1=CC2=NC(=O)CC(C)(C(=O)N(CC(=O)NC3CCCC3)Cc3ccc(Cl)cc3)N2C=C1 (stereo not given),i,i,i,i,i,i,i,i,i,i,i
Cc1cc(Cl)ccc1N1C(=O)CC(NNC(=O)c2cccnc2)C1=O (stereo not given),i,i,i,i,i,i,i,i,i,i,i
CC(C)N(C(=O)CSc1nc(COc2ccccc2)nc2ccccc12)C(C)C,i,i,i,i,i,i,i,i,i,i,i
CCOC(=O)N1CCN(C(=O)CSCc2ccc(C)cc2)CC1,i,i,i,i,i,i,i,i,i,i,i
CCc1nnc(NC(=O)COC(=O)CN2C(=O)c3ccccc3C2=O)s1,i,i,i,i,i,i,i,i,i,i,i

Next part
Molecule,TRPC6 inhibitor,TRPC6 activator,TRPC4 block,ANO1 activ,MrgX1 allo act,MrgX1 antag,TRPC4 agonist,TRPC4 PAM,RGS4 block,TMEM16A inh,MrgX1 agonist
O=C(NCC1CCCO1)c1ccc(NC(=O)c2cccc(Cl)c2)cc1 (stereo not given),i,i,i,i,i,i,i,i,i,i,i
CCc1nnc(NC(=O)c2ccc(S(=O)(=O)N(CCOC)CCOC)cc2)s1,i,i,i,i,i,i,i,i,i,i,i
Cc1cccc(OCC(=O)N2CCN(S(C)(=O)=O)CC2)c1,i,i,i,i,i,i,i,i,i,i,i
Cn1c(=O)[nH]c(=O)c2c1nc(SCC(=O)O)n2CCc1ccccc1,i,i,i,i,i,i,i,i,i,i,i
C=CCn1c(CCC(=O)O)ccc1-c1ccc(OC)cc1,i,i,i,i,i,i,i,i,i,i,i
O=C(CCC(=O)Nc1nnc(C2CCCCC2)s1)Nc1ccc(F)cc1,i,i,i,i,i,i,i,i,i,i,i
CCN(CC)S(=O)(=O)c1ccc(NC2c3ccccc3C(=O)N2CCN2CCOCC2)cc1 (stereo not given),i,i,i,i,i,i,i,i,i,i,i
COC(=O)Nc1ccc(OCC(=O)N2CCOCC2)cc1,i,i,i,i,i,i,i,i,i,i,i
